GPR151 activ = activators of human GPR151; PathHunter beta-arrestin GPR151 cells, luminescence; activation, % at 11.2 µM; Q8TDV0; 1% of 650,000 active; in the data active = activation above about 4.9%;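 also: 0% = median of compound wells and 100% = cells with positive control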
Target sequence (Q8TDV0 whole entry, looked up): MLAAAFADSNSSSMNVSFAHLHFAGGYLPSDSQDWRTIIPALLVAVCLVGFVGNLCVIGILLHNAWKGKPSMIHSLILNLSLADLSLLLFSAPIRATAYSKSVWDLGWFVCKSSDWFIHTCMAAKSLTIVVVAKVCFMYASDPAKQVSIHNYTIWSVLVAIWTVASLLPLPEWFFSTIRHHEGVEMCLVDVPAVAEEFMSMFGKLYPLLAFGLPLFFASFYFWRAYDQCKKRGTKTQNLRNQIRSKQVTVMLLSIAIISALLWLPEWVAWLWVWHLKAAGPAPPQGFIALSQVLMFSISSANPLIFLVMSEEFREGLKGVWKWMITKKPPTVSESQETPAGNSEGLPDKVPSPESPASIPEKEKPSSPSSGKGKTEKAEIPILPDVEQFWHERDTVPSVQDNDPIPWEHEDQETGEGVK
MITF primary = blocks human microphthalmia-associated transcription factor. O75030. AID 1259374. AlphaScreen MITF homodimerization, bead proximity signal. 0.91% of 650,000 active. inhibition, % at 2.6 µM; in the data active = inhibition above about 50%;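 also: 0% = vehicle wells with protein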
Target sequence (O75030 whole entry, looked up): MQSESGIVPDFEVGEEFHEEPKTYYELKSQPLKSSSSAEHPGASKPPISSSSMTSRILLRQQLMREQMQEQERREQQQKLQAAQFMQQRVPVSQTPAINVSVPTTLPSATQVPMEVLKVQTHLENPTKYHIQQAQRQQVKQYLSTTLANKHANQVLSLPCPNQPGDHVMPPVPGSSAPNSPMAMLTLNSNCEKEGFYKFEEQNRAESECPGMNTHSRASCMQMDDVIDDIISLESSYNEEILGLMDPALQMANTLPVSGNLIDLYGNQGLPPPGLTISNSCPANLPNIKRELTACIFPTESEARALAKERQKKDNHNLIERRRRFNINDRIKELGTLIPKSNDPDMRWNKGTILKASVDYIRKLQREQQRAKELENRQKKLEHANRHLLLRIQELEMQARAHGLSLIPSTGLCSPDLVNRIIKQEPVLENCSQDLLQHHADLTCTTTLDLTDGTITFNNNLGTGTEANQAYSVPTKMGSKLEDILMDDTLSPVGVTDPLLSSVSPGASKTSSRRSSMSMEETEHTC
TEAD-YAP block = TEAD-YAP interaction inhibition. 1.4% of 640,000 active. inhibition, % at 9.12 µM. HEK-TIYL cells, TEAD-Gal4/YAP UAS-luciferase luminescence. AID 1259422; in the data active = inhibition above about 32%;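 also: 0% = median of test compound wells and 100% = reference inhibitor wells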
FBW7 act = activators of human E3 ligase FBW7; normalized activity (activation), % at 26.1 µM; AlphaScreen FBW7–phospho-cyclin E peptide binding, activator screen; Q969H0; AID 1259310; 0.13% of 650,000 active; in the data active = normalized activity above about 1.9%;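 also: purified mutant Fbw7 with reduced substrate affinity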
* = called active by the depositor.

[1] CC(=O)c1ccc(NC(=O)c2ccc3nc(N4C(=O)c5ccccc5C4=O)sc3c2)cc1
[2] CN1CCN(NC(=O)c2cccc(C(F)(F)F)c2)CC1
[3] CSc1nc(C)cc(OCCO)n1
[4] CCc1cccc2c(C=O)cn(CC(=O)Nc3cccc(OC)c3)c12
[5] COc1ccc2cc(C(=O)COC(=O)c3ccc([N+](=O)[O-])o3)ccc2c1
[6] COc1cccc(C(=O)NC2CCSC2=O)c1 (centres undefined)
[7] COC(=O)c1ccc(SCC(=O)NCc2ccccc2)c([N+](=O)[O-])c1
[8] COc1ccc(C(C)(C)C)cc1NC(=O)c1ccc2c(c1)OCO2

entry no.	1	2	3	4	5	6	7	8
GPR151 activ	1.0	-0.9	0.5	-2.0	1.0	-0.5	7.4*	0.2
FBW7 act	0.0	0.2	0.2	0.2	0.7	0.3	0.0	-0.1
MITF primary	5	-37	-11	12	37	-8	2	-3
TEAD-YAP block	-50	7	-3	1	6	-2	6	-8

[9] CC12COC3(C(=O)Nc4ccc(Cl)cn4)CC1CCC32C (centres undefined)
[10] COc1ccc(-c2noc(COc3ccc(Cl)cc3Cl)n2)cc1OC
[11] COCCn1cc(C(=O)NC(C)C)c2c3ccccc3n(C)c2c1=O
[12] Cc1nc2sccn2c(=O)c1S(=O)(=O)N1CCc2ccccc21
[13] COc1ccc(CN2CCc3nnc(CCNC(=O)C(C)C)n3CC2)c(Cl)c1OC
[14] Cn1c(=O)cc(SCC(=O)Nc2cccc(C(F)(F)F)c2)c2ccc(Cl)cc21
[15] NN1C(=O)/C(=C/c2ccc(O)c(O)c2)SC1=S
[16] O=S(=O)(c1ccccc1)N1CCN=C1SCc1ccccc1

entry no.	9	10	11	12	13	14	15	16
GPR151 activ	-0.1	0.7	-0.9	1.1	-1.7	1.0	-4.4	0.1
FBW7 act	0.1	0.0	-0.1	-0.1	0.1	0.1	-1.1	1.5
MITF primary	12	6	-39	-3	14	5	29	14
TEAD-YAP block	0	4	-5	-17	-12	10	-29	-6

[17] Cc1ccc2nc(-c3ccc(NC(=O)C4CCCO4)cc3)[nH]c2c1 (centres undefined)
[18] COc1ccc(S(=O)(=O)NCc2ccc(C(=O)NCCc3ccc(C)cc3)cc2)cc1
[19] O=C(/C=C/c1ccc(Cl)cc1)Nc1ccc(CN2CCOCC2)cc1
[20] Cc1nc2cc(NC(=O)c3ccc(S(=O)(=O)N(C)c4ccccc4)cc3)ccc2s1
[21] COCCCN1C(=O)C(=O)/C(=C(\O)c2ccc(C)cc2)C1c1ccc(C)cc1 (centres undefined)
[22] Cc1ccc(N(CC(O)Cn2nc(C)cc2C)S(=O)(=O)c2ccc([N+](=O)[O-])cc2)cc1 (centres undefined)
[23] O=C(O)CNC(=O)c1ccc(NS(=O)(=O)c2ccccc2)cc1
[24] Cc1ccc(NC(=O)Cc2cc3ccccc3n2Cc2ccccc2)cc1

entry no.	17	18	19	20	21	22	23	24
GPR151 activ	-0.9	-0.2	0.0	2.2	-1.2	4.9*	-0.9	1.0
FBW7 act	0.1	0.1	0.0	0.1	0.7	-0.2	-0.2	-0.1
MITF primary	-7	16	-1	-5	9	1	3	-1
TEAD-YAP block	18	-4	41*	18	8	-10	13	-4

[25] COc1ccc2oc(=O)c(-c3nc4sc5c(c4c(=O)[nH]3)CCCC5)cc2c1
[26] O=C(Nc1ccc(Br)cc1)C1C2CC3OC(=O)C1C3C2 (centres undefined)
[27] O=C(CSc1nc2ccc(N3CCOCC3)cc2c(=O)n1Cc1ccccc1)NCc1ccccc1
[28] CC(C)(C)C(=O)N(c1ccc(Cl)cc1)C1C=CS(=O)(=O)C1 (centres undefined)
[29] COc1ccc(N2CCN(C(=O)CN3CCC(=O)CC3)CC2)cc1
[30] CCN(CC)C(=O)C1CCCN(c2cc(C(=O)NCc3cccnc3)ccn2)C1 (centres undefined)
[31] CCOCCCNc1cc(C)nc2c(-c3ccc(OC)cc3)c(C)nn12
[32] CC(C)(C)n1nnnc1C(c1ccc(F)cc1)N1CCN(c2ccccc2)CC1 (centres undefined)

entry no.	25	26	27	28	29	30	31	32
GPR151 activ	-1.2	-0.1	0.0	-0.2	0.6	-1.1	0.5	1.2
FBW7 act	0.0	0.1	-0.1	0.2	-0.1	0.0	0.0	-0.4
MITF primary	11	-6	-6	-9	11	-7	4	-4
TEAD-YAP block	1	2	-30	2	12	14	-11	-2

[33] CCCCNCCOCCOc1cccc(C(C)C)c1
[34] CC1CC(C)CN(S(=O)(=O)c2ccc(C(=O)Nc3ccccc3)cc2)C1 (centres undefined)
[35] Cc1ccc(NC(=O)Nc2nnc(N3CCCC(C)C3)s2)cc1C (centres undefined)
[36] COc1cccc(C2CC(c3cccs3)=NN2C(=O)CSc2nnc(CNC(=O)Cc3ccccc3)n2Cc2ccccc2)c1OC (centres undefined)
[37] COc1ccc(N2CCN(C(=O)CCc3csc(NC(=O)c4ccc(F)cc4)n3)CC2)cc1
[38] Cc1cccc(NC(=O)CN2C(=O)C(C)(C)Oc3ccc(C(=O)NC(C)(C)C)cc32)c1
[39] Cc1ccc(C)n1-c1ccc(C(=O)NN)c(Cl)c1
[40] CC1=CN2C(=N)/C(=C/c3ccc(-c4cc([N+](=O)[O-])ccc4C)o3)C(=O)N=C2S1

entry no.	33	34	35	36	37	38	39	40
GPR151 activ	0.0	-1.0	1.3	0.0	1.3	-0.1	1.3	-0.7
FBW7 act	0.6	0.2	-0.3	0.3	0.6	0.2	0.0	0.0
MITF primary	-2	9	5	6	9	4	0	15
TEAD-YAP block	-5	-15	-3	0	24	2	1	-2

[41] Nc1c(C(=O)Nc2ccc(Cl)c(Cl)c2)sc2nc3c(cc12)CCCCC3
[42] CC(C)CNC(=O)COC(=O)c1ccc(I)cc1
[43] Cc1cccn2c1nc(=S)n2C(=O)c1ccco1
[44] COc1ccc(S(=O)(=O)Nc2ccc(N3CCOCC3)cc2)cc1[N+](=O)[O-]
[45] COc1ccccc1-n1c(C)cc(/C=C(\C#N)C(=O)O)c1C
[46] CCN(CC)C(=O)COc1ccccc1F
[47] Cc1sc(NC(=O)CN(Cc2ccc(F)cc2)C(=O)C(C)(C)C)c(C(N)=O)c1C
[48] O=C1NC(=O)c2cc(N3C(=O)c4cccc(Oc5ccc(Cl)cc5)c4C3=O)ccc21

entry no.	41	42	43	44	45	46	47	48
GPR151 activ	-0.8	-1.2	0.7	0.7	0.0	0.7	0.6	-1.3
FBW7 act	0.1	-0.3	0.1	-0.1	0.2	0.1	-0.1	0.4
MITF primary	-14	-9	8	10	1	2	68*	50
TEAD-YAP block	3	1	-64	5	14	0	7	1

Another view of part of the listing above:
Each structure is followed by: GPR151 activ, FBW7 act, MITF primary, TEAD-YAP block
41: Nc1c(C(=O)Nc2ccc(Cl)c(Cl)c2)sc2nc3c(cc12)CCCCC3
 : -0.8, 0.1, -14, 3
42: CC(C)CNC(=O)COC(=O)c1ccc(I)cc1
 : -1.2, -0.3, -9, 1
43: Cc1cccn2c1nc(=S)n2C(=O)c1ccco1
 : 0.7, 0.1, 8, -64
44: COc1ccc(S(=O)(=O)Nc2ccc(N3CCOCC3)cc2)cc1[N+](=O)[O-]
 : 0.7, -0.1, 10, 5
45: COc1ccccc1-n1c(C)cc(/C=C(\C#N)C(=O)O)c1C
 : 0.0, 0.2, 1, 14

Other compounds:
[49] O=C(Cc1ccccc1)Nc1cnn(-c2cccc(C(=O)NC3CCc4ccccc43)c2)c1 (centres undefined)
[50] COc1cc(-n2c(C)nc3cc(C(=O)NC4CCCCC4C)ccc32)cc(OC)c1OC (centres undefined)
[51] Cn1nc(C(=O)Nc2cc(F)ccc2F)c2c1-c1ccccc1OC2
[52] O=C(Cn1c(=O)sc2ccccc21)Nc1ccccc1C(=O)O
[53] Cc1ccccc1Nc1nc(N)nc(CNCc2ccc(Cl)cc2)n1
[54] Cc1cc(N2CCOCC2)nc2ccc(NC(=O)c3ccc(F)cc3)cc12
[55] O=C1CSC(c2ccc(Cl)cc2Cl)N1c1cc(Cl)cc(Cl)c1 (centres undefined)
[56] CCSc1ccccc1C(=O)Nc1cc([N+](=O)[O-])ccc1OC

entry no.	49	50	51	52	53	54	55	56
GPR151 activ	0.1	0.2	0.1	0.2	0.1	0.8	-0.2	-2.0
FBW7 act	0.0	-0.1	-0.3	0.0	-0.2	0.1	-0.2	0.4
MITF primary	16	3	0	-13	-7	1	-2	16
TEAD-YAP block	-6	-6	-36	-9	4	3	-46	-20

[57] O=C(CSC1CC(=O)N(c2ccc(Br)cc2)C1=O)Nc1cccc(F)c1 (centres undefined)
[58] Cc1cc(Nc2ccc(Cl)c(C)c2)n2nc(C)nc2n1
[59] CC(C)NC(=O)C1CCCN1C(=O)Nc1ccccc1Cl (centres undefined)
[60] CC1=C(C)CC(C(=O)NC2CCCCC2)C(C(=O)O)C1 (centres undefined)
[61] Cc1cc(Br)ccc1NC(=O)c1ccc2c(c1)C(=O)N(CC1CCCO1)C2=O (centres undefined)
[62] O=C(Nc1ccc(F)cc1)C1CCCN1C(=O)Nc1ccccc1 (centres undefined)
[63] CN(C)C(CNC(=O)CCC(=O)c1ccc(Br)cc1)c1ccccc1 (centres undefined)
[64] C=CCNC(C)C1COc2ccccc2O1 (centres undefined)

entry no.	57	58	59	60	61	62	63	64
GPR151 activ	1.8	0.0	0.5	-0.3	-0.8	-0.2	-1.4	-0.1
FBW7 act	0.1	-0.2	0.2	0.3	0.1	-0.2	-0.1	0.1
MITF primary	2	8	7	14	10	5	-3	15
TEAD-YAP block	3	-1	5	2	6	-10	-10	-1

[65] COc1ccccc1C(=O)Nc1ccc(Br)cc1C
[66] O=c1sc2cc(SC(F)(F)F)cc([N+](=O)[O-])c2s1
[67] CCOC(=O)c1cc(-c2cccc(N)c2)nc2ccccc12
[68] O=C(CN(Cc1ccccc1)S(=O)(=O)c1ccccc1)N1CCCC1
[69] Cc1nc(C)c(CC(=O)Nc2ccc3c(c2)OCO3)s1
[70] COc1ccc(C(=O)NCC23CC4CC(CC(Cl)(C4)C2)C3)cc1
[71] CC(=O)NC(c1ccc(C)cc1)c1cc([N+](=O)[O-])c2cccnc2c1O (centres undefined)
[72] CCCCc1ccc(NC(=O)COc2ccc(C)cc2Br)cc1

entry no.	65	66	67	68	69	70	71	72
GPR151 activ	1.5	1.7	-0.2	-0.7	0.3	-1.4	1.1	-0.5
FBW7 act	0.0	0.9	1.2	0.3	-0.1	-0.1	-0.7	0.0
MITF primary	-4	3	23	13	3	-11	31	-3
TEAD-YAP block	-21	4	14	-3	-17	-9	-10	10

[73] O=S(=O)(c1ccc(C2Nc3c(F)cccc3C3C=CCC32)cc1)N1CCOCC1 (centres undefined)
[74] COC(=O)C1=C(C)NC2=C(C(=O)CCC2)C1c1c(F)cccc1Cl (centres undefined)
[75] O=C(COC(=O)c1ccc(O)cc1)Nc1c(F)cccc1F
[76] CCC(C(=O)O)N1C(=O)/C(=C\c2ccc(C)o2)SC1=S (centres undefined)
[77] COc1ccc(-c2[nH]ncc2CN(C)Cc2nnc(SC)n2CC2CCCO2)cc1 (centres undefined)
[78] COC(=O)C1=C(C)N(C)C(=S)NC1c1ccc(OC)c(OC)c1 (centres undefined)
[79] COc1cc(OC)c(OC)cc1C=C1C(=O)NC(=O)NC1=O
[80] Cc1ccc(NS(=O)(=O)c2c(C)[nH]c(=O)[nH]c2=O)c(C)c1

entry no.	73	74	75	76	77	78	79	80
GPR151 activ	-0.2	0.3	-0.6	-1.0	-0.8	0.6	0.8	-0.5
FBW7 act	0.1	-0.1	0.1	-0.1	-0.2	-0.1	0.0	-0.1
MITF primary	7	9	6	62*	3	-8	4	0
TEAD-YAP block	-2	11	9	0	-4	12	-2	-3

[81] COc1ccc(S(=O)(=O)N(CCc2ccccc2)CC(=O)NC2CC2)cc1Cl
[82] c1ccc2c(OCCCCN3CCOCC3)cccc2c1
[83] Cc1ccc(C)c(N(CC(=O)NCc2ccccc2Cl)S(C)(=O)=O)c1
[84] COc1cc(OC)cc(C(=O)OCC(=O)Nc2ncccn2)c1
[85] Cc1nc2sc3c(c2c(=O)n1Cc1c(F)cccc1F)CCCC3
[86] O=C1C(=O)N(CCN2CCOCC2)C(c2cccs2)/C1=C(/O)c1ccc(F)cc1 (centres undefined)
[87] C=CCn1c(=N)c(C(N)=S)cc2c(=O)n3cccc(C)c3nc21
[88] COC(=O)c1ccccc1NC(=O)CSc1nc2ccsc2c(=O)n1CCCCC(=O)O

entry no.	81	82	83	84	85	86	87	88
GPR151 activ	0.4	-0.6	-0.2	0.4	0.5	-1.4	0.1	-0.6
FBW7 act	0.1	-0.3	0.0	-0.4	-0.1	-0.1	0.5	0.3
MITF primary	5	27	-7	-5	9	5	19	9
TEAD-YAP block	1	-19	-8	2	-10	-5	0	-4

[89] CN(c1ccccc1)S(=O)(=O)c1ccc(C(=O)Nc2nc3c(s2)C(=O)CC(C)(C)C3)cc1
[90] CC1(C)Cc2c(sc(NC(=O)C(Cc3ccccc3)Cc3ccccc3)c2C#N)CO1
[91] CCOC(=O)C1=C(C)NC(=O)NC1c1cc(OC)cc(OC)c1 (centres undefined)
[92] COc1ccc(NC(=O)CSc2nc(-c3ccc(OC)cc3)ns2)cc1

entry no.	89	90	91	92
GPR151 activ	-0.8	-0.8	-0.1	-0.5
FBW7 act	0.0	0.2	-0.1	1.2
MITF primary	1	14	-2	0
TEAD-YAP block	3	-14	5	-32
